# PPC-1+TRAIL kill: compounds killing PPC-1 cancer cells with TRAIL present, primary screen, TRAIL potentiator project, ATPLite luminescence, uHTS; cell killing (% activity), % at 4 µM; AID 1443, 2008; PPC-1 cells + TRAIL, ATPLite viability luminescence; 220,000 compounds, 0.41% hits;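 active means cell killing above 50% in the first pass at 4 µM, then a duplicate retest at 5 µM averaging 50% or more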;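 further: plate controls were cells with TRAIL plus DMSO for no effect and medium-only wells lacking cells for full effect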
# CHOP inhibitor: inhibitors of CHOP promoter induction, primary screen, cell-based, unfolded protein response, luciferase reporter. CHO-K1 CHOP-promoter luciferase, tunicamycin-induced, 15-18 h. inhibition, % at 10 µM. 220,000 compounds, 3.8% hits;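 active means compounds that reduced the stress-induced luciferase reporter signal by more than about 70% of percent inhibition, limit read from the data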;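 further: 0% = tunicamycin plus vehicle and 100% = wells without tunicamycin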
# BaF3 tox: parental Ba/F3 cell viability inhibition, counter-screen for JAK2V617F inhibitor project, murine pro-B, CellTiter-Glo luminescence; CellTiter-Glo ATP luminescence; inhibition, % at 5.6 µM; 220,000 compounds, 1.1% hits; AID 1486, 2009;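 active means inhibition above a per-campaign cutoff, the mean inhibition of all tested compounds plus 3 SD, cut at about 27% in these data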;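 further: 0% = DMSO wells and 100% = JAK Inhibitor I control wells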
# TRPML3 ag: human TRPML3 channel agonists, primary screen, cell-based, HEK293 TRPML3-YFP, Fluo-8 calcium fluorescence, 3 µM; Mucolipin-3 (Homo sapiens), Q8TDD5; activation, % at 3 µM; 220,000 compounds, 0.29% hits; 100% = the carbachol control signal; AID 1448, 2008;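 active means activation above its plate's cutoff, the mean activation of the plate's test wells plus 3 SD, cut at about 12% in these data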;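 further: 0% = DMSO only wells and 100% = carbachol wells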
#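 system = HEK293 cells stably carrying human TRPML3-YFP | doses = one concentration, 3 µM nominal, 0.3% DMSO | timing = dye loading 1 h 37 °C then 30 min ambient, 125 s read | detection = Fluo-8 calcium dye fluorescence, ex 470-495, em 515-575 nm | benchmarks = high control carbachol 87 µM, low control DMSO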
# Wee1 degr inh: Wee1 degradation inhibitors, primary screen, cell-based, HeLa, Wee1K328M-luciferase, luminescence; Wee1-like protein kinase (Homo sapiens), P30291; HeLa Luc-Wee1K328M stability; 100% = proteasome inhibitor MG132 effect; reporter increase, % at 5 µM; 220,000 compounds, 1.2% hits; AID 1321, 2008;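 active means activation above the mean of all tested compounds plus 3 SD, set per screening run, cut at about 8.8% in these data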;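 further: cells exposed to compound for 20 h before luminescence read; 0% = DMSO alone and 100% = MG132 at 30 µM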
# Target sequence (P30291 whole entry K328M): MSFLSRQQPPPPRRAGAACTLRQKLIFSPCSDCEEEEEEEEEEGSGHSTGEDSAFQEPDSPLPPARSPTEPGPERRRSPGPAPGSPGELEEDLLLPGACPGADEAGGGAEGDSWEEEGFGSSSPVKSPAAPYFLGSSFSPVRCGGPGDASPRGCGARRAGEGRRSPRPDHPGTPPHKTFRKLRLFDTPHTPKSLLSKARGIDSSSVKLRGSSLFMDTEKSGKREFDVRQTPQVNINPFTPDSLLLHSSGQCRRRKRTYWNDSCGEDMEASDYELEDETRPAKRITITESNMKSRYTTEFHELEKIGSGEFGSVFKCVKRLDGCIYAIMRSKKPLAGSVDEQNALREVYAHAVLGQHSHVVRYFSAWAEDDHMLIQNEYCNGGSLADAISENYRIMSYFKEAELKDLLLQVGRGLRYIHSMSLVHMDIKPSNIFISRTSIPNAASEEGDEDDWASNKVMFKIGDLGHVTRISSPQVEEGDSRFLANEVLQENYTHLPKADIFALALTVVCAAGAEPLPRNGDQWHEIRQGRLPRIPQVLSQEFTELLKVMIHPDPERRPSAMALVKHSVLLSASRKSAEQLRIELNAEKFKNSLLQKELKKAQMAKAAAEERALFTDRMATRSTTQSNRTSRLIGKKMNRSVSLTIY
# TNF death inh: inhibitors of TNF-alpha triggered necroptosis, primary screen, cell-based, Jurkat FADD-/-, single concentration | Jurkat FADD-/- TNF necroptosis rescue, ATP luminescence, 24 h; 0 = TNF only, 100 = no-TNF cells | activation (protection from cell death), % at 10 µM | 220,000 compounds, 0.068% hits | AID 463075, 2010;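 active means activation, meaning protection from cell death, of at least 50% relative to plate controls; inactive means activation below 50%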;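 further: necroptosis triggered by 40 ng/mL TNF-alpha added together with compound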
# zfTRPN1 agonist: zebrafish TRPN1 channel agonists, primary screen, cell-based, HEK293, calcium fluorescence | HEK293 zebrafish TRPN1-YFP, Fluo-8 calcium fluorescence; 100% = response to 87 µM carbachol | activation, % at 3 µM | 220,000 compounds, 0.18% hits | AID 1424, 2008;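 active means activation above its plate's cutoff, the mean activation of test wells on that plate plus 3 SD, cut at about 19% in these data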;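 further: 0% = DMSO alone and 100% = 87 µM carbachol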
#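 Material: zebrafish TRPN1-YFP in HEK293 cells. Doses: one dose of 3 µM, 0.3% DMSO. Incubation: dye 1 h 37 °C plus 30 min RT. Measured by: intracellular calcium fluorescence with Fluo-8.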
# Ba/F3 V617F tox: reduced viability of JAK2V617F-dependent Ba/F3 cells, primary screen, JAK2V617F inhibitor project, cell-based, Ba/F3 EpoR-JAK2V617F, luminescence | ATP luminescence | inhibition, % at 5.6 µM | 220,000 compounds, 1.1% hits | AID 1446, 2008;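 active means inhibition above the campaign mean plus 3 SD over all tested compounds, cut at about 24% in these data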;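 further: cytokine-independent growth of Ba/F3 cells driven by EpoR plus mutant JAK2; 0% = DMSO-treated cells and 100% = JAK inhibitor I control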
# RBBP9 inhibitor: human RBBP9 inhibitors, primary screen, biochemical, fluorescence polarization, FP-Rh probe, HTS; inhibition, % at 7.94 µM; 220,000 compounds, 0.2% hits; recombinant RBBP9; Serine hydrolase RBBP9 (Homo sapiens), O75884;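 active means inhibition above the campaign mean of all tested compounds plus 3 SD, cut at about 14% in these data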;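 further: plate controls were DMSO wells with RBBP9 for no effect and wells lacking RBBP9 protein for full effect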
# Target sequence (O75884 whole entry, looked up): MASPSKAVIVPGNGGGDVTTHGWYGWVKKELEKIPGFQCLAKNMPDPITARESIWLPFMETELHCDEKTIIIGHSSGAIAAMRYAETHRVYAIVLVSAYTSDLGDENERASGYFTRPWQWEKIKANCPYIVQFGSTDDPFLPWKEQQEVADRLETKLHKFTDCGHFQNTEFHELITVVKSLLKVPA
#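 Measured by: FP readout at 525/598 nm; material: recombinant human RBBP9; also added: Serine-hydrolase probe FP-Rh, 375 nM pre-mixing; medium: Tris buffer pH 8.0, NaCl, Pluronic; replication: one well per compound; doses: one concentration, 7.94 µM nominal, 0.794% DMSO; timing: preincubation 30 min plus labeling 45 min at 25 °C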
# * = called active by the depositor; . = not tested or not shown.
no.	SMILES	PPC-1+TRAIL kill	CHOP inhibitor	BaF3 tox	TRPML3 ag	Wee1 degr inh
1	Nc1nc2c(C(=O)N3CCOCC3)nnn2c2ccccc12	18	-4	0	-0.1	-2
2	Cc1cc(Nc2ccc(N3CCOCC3)cc2)c2cccc(C)c2n1	10	-28	-1	1.1	2
3	O=[N+]([O-])c1ccc(Cl)c(S(=O)(=O)NCC2CCCO2)c1 (configuration not stated)	-2	-12	11	0.6	-2
4	COc1ccc(CN2C(=O)c3ccccc3C2C(=O)NCCc2ccccc2)c(OC)c1 (configuration not stated)	-15	32	7	-0.4	1
5	Cc1ccc(N2C(=O)CC(Nc3ccccc3)C2=O)cc1 (configuration not stated)	-3	1	4	0.8	1
6	CSc1ccccc1NC(=O)COC(=O)c1c[nH]c(=O)[nH]c1=O	-3	-1	0	0.0	1
7	CC1(C)NC(=O)N(CCCCSc2ccc(Cl)cc2)C1=O	4	-12	3	-1.1	2
8	COCCNC(=S)N/N=C(\C)c1cc2ccccc2o1	7	24	4	-0.6	1
9	Cc1cccc(C(=O)NCc2nnc(SCc3ccc(F)cc3)n2C)c1	10	35	-1	-0.4	2
10	O=C(COC(=O)C1COc2ccccc2O1)Nc1ccc2c(c1)CCC2 (configuration not stated)	-10	57	1	0.1	0

no.	TNF death inh	zfTRPN1 agonist	Ba/F3 V617F tox	RBBP9 inhibitor
1	1.7	-0.8	-4	3
2	6.1	1.2	0	-3
3	1.0	-0.4	2	-8
4	0.2	-1.2	4	-9
5	0.4	-0.1	0	5
6	2.8	1.4	-2	-4
7	1.3	1.6	-2	-3
8	0.0	-0.9	0	-7
9	0.4	0.1	-3	-7
10	-0.1	0.4	-3	-8

# (more compounds)
no.	SMILES	PPC-1+TRAIL kill	CHOP inhibitor	BaF3 tox	TRPML3 ag	Wee1 degr inh
11	N/C(=N\OC(=O)CCCOc1ccccc1)c1ccncc1	-4	1	6	0.7	-1
12	CN(Cc1ccccc1)S(=O)(=O)c1ccc(C(=O)Nc2nnc(C3CC3)o2)cc1	13	.	5	-0.3	-2
13	CCCCN1C(=O)C(=O)N(c2ccccc2)C1=S	17	27	2	0.5	-3
14	O=C(OCCN1C(=O)c2cccc3c(N4CCOCC4)ccc(c23)C1=O)c1cccc(Cl)c1	3	9	7	7.4	5
15	CCc1nnc(NC(=O)c2ccc3c(=O)n4c(nc3c2)CCCCC4)s1	-17	-28	-3	0.1	9
16	O=C(CSc1nnnn1C1CCCCC1)NCc1ccc2c(c1)OCO2	15	-11	5	0.0	0
17	CCNC(=O)c1cc(Br)ccc1Cl	2	-24	8	1.2	0
18	Cc1cc(C)cc(-n2c3nc4ccccc4nc3c3c(=O)n(Cc4ccco4)cnc32)c1	24	103*	1	0.4	0
19	COc1ccc(/C=C/C(=O)Nc2cccc(S(=O)(=O)N3CCCC3)c2)cc1OC	20	8	9	2.1	2
20	COc1ccccc1NC(=S)NCCN1CCOCC1	14	-24	4	0.7	1

no.	TNF death inh	zfTRPN1 agonist	Ba/F3 V617F tox	RBBP9 inhibitor
11	-0.2	-0.2	-1	2
12	-1.5	1.6	2	-11
13	1.1	-0.7	1	0
14	-1.4	5.7	-1	9
15	0.5	0.8	2	-10
16	-3.0	-0.2	0	-11
17	1.4	0.9	1	11
18	-1.7	0.4	0	-9
19	-0.6	4.2	6	-14
20	0.2	1.4	1	-12

# The listing continues:
no.	SMILES	PPC-1+TRAIL kill	CHOP inhibitor	BaF3 tox	TRPML3 ag	Wee1 degr inh
21	C=CCNc1nc(Nc2ccc([N+](=O)[O-])cc2)nc(N2CCCC2)n1	-20	-4	10	0.8	-2
22	Cc1cnc([N+](=O)[O-])n1CCOC(=O)NC(=O)c1ccc(F)cc1	10	-15	8	0.8	4
23	COC(=O)c1sc(NC(=O)C(C)c2ccccc2)nc1C (configuration not stated)	9	24	1	0.3	2
24	CN1CCC(OC(=O)c2ccc(Cl)cc2Cl)CC1	3	-2	6	0.9	0
25	C=CCN(C(=O)CSc1nc2[nH]ncc2c(=O)n1-c1ccccc1OC)c1ccccc1	.	6	5	2.0	1
26	COc1cc(C(c2sc3nc(C)nn3c2O)N2CC(C)CC(C)C2)cc(OC)c1OC (configuration not stated)	.	-9	5	0.5	-2
27	COc1ccc(/C=N/NC(=O)c2sccc2OCc2ccc(F)cc2)cc1OC	10	0	2	1.1	0
28	c1ccc2c(c1)oc1c(NCCCn3ccnc3)ncnc12	15	11	7	0.1	1
29	N#CCC1c2ccccc2CCN1C(=O)Nc1cccc(C(F)(F)F)c1 (configuration not stated)	1	39	5	-0.3	-2
30	COc1ccc2c(c1)C=C(C(=O)OCc1cccnc1)CO2	16	21	2	1.3	2

no.	TNF death inh	zfTRPN1 agonist	Ba/F3 V617F tox	RBBP9 inhibitor
21	-2.4	-0.9	1	1
22	-1.2	-0.9	3	0
23	0.4	0.0	6	-1
24	3.4	0.5	1	0
25	0.2	5.4	6	-11
26	0.4	1.3	3	-5
27	-8.8	-0.4	-1	-6
28	-2.2	0.9	5	-6
29	0.0	0.3	5	1
30	-0.5	0.9	-2	4

# Continuation:
no.	SMILES	PPC-1+TRAIL kill	CHOP inhibitor	BaF3 tox	TRPML3 ag	Wee1 degr inh
31	Cc1csc(NC(=O)C(CC(C)C)NS(=O)(=O)c2ccc3c(c2)oc(=O)n3C)n1 (configuration not stated)	35	97*	5	1.2	1
32	Cc1ccc(C(=O)n2c(-c3ccccc3)cnc2SCC(=O)Nc2ccccc2)cc1	24	14	1	-0.1	5
33	O=C(NCc1cccnc1)C(=O)NCC1OCCN1S(=O)(=O)c1ccc(Cl)cc1 (configuration not stated)	15	-4	4	0.7	-3
34	COC(=O)Oc1nsnc1N1CCOCC1	-17	6	7	0.7	-1
35	COC(=O)C1=C(C)NC(=O)NC1c1ccc(-c2ccccc2Cl)o1 (configuration not stated)	24	27	4	0.9	-2
36	Cc1cc(C(=O)Nc2ccccc2N2CCOCC2)c(C)o1	-3	-12	-10	-0.8	5
37	CN(CC(=O)Nc1ccc(N2CCOCC2)cc1)CC(=O)Nc1ccc(N2CCOCC2)cc1	-6	2	0	0.8	-1
38	CCOC(=O)c1ccc(-n2c(N)c(C(=O)NCc3ccco3)sc2=S)cc1	-16	15	4	-0.1	0
39	NC(=O)C1CCN(S(=O)(=O)c2ccc3c(c2)OCCO3)CC1	-3	34	-4	0.9	0
40	CCn1c(=O)n(Cc2ccco2)c(=N)c2c3c(sc21)COC(C)(C)C3	4	45	8	-0.6	-3

no.	TNF death inh	zfTRPN1 agonist	Ba/F3 V617F tox	RBBP9 inhibitor
31	0.0	1.4	-2	5
32	1.3	1.0	0	-9
33	-0.5	0.3	0	-6
34	-4.1	1.2	0	-7
35	2.7	0.1	-1	5
36	4.9	0.6	5	-5
37	4.3	-0.5	-6	-6
38	1.3	0.1	-2	-7
39	1.2	-1.5	-1	-6
40	-2.5	-0.4	0	-2

# New compounds follow:
no.	SMILES	PPC-1+TRAIL kill	CHOP inhibitor	BaF3 tox	TRPML3 ag	Wee1 degr inh
41	CN(Cc1cccc2ncccc12)C(=O)CC1C(=O)NCCN1Cc1ccc(F)cc1 (configuration not stated)	3	1	6	0.4	2
42	Cc1ccc(S(=O)(=O)N2CCOC2C(Cl)(Cl)Cl)cc1 (configuration not stated)	11	26	-3	2.8	1
43	Cc1c(Br)c([N+](=O)[O-])nn1CC(=O)Nc1ccc(C(N)=O)cc1	10	-2	1	0.0	0
44	CCn1ncc(C(=O)Nc2cc(C)on2)c1C	-9	-34	-3	1.6	-1

no.	TNF death inh	zfTRPN1 agonist	Ba/F3 V617F tox	RBBP9 inhibitor
41	0.4	2.4	-1	-8
42	1.8	-0.4	-1	-10
43	1.1	0.5	3	-7
44	-0.6	-0.5	-3	-2

# Molecules listed so far containing a Cl atom (8):
no.	SMILES	PPC-1+TRAIL kill	CHOP inhibitor	BaF3 tox	TRPML3 ag	Wee1 degr inh
3	O=[N+]([O-])c1ccc(Cl)c(S(=O)(=O)NCC2CCCO2)c1 (configuration not stated)	-2	-12	11	0.6	-2
7	CC1(C)NC(=O)N(CCCCSc2ccc(Cl)cc2)C1=O	4	-12	3	-1.1	2
14	O=C(OCCN1C(=O)c2cccc3c(N4CCOCC4)ccc(c23)C1=O)c1cccc(Cl)c1	3	9	7	7.4	5
17	CCNC(=O)c1cc(Br)ccc1Cl	2	-24	8	1.2	0
24	CN1CCC(OC(=O)c2ccc(Cl)cc2Cl)CC1	3	-2	6	0.9	0
33	O=C(NCc1cccnc1)C(=O)NCC1OCCN1S(=O)(=O)c1ccc(Cl)cc1 (configuration not stated)	15	-4	4	0.7	-3
35	COC(=O)C1=C(C)NC(=O)NC1c1ccc(-c2ccccc2Cl)o1 (configuration not stated)	24	27	4	0.9	-2
42	Cc1ccc(S(=O)(=O)N2CCOC2C(Cl)(Cl)Cl)cc1 (configuration not stated)	11	26	-3	2.8	1

no.	TNF death inh	zfTRPN1 agonist	Ba/F3 V617F tox	RBBP9 inhibitor
3	1.0	-0.4	2	-8
7	1.3	1.6	-2	-3
14	-1.4	5.7	-1	9
17	1.4	0.9	1	11
24	3.4	0.5	1	0
33	-0.5	0.3	0	-6
35	2.7	0.1	-1	5
42	1.8	-0.4	-1	-10
